Compound activity as filed in PubChem.
Jurkat NFkB inh – lowers PMA/ionomycin-induced NF-kB signal in Jurkat cells; PMA/ionomycin-induced NF-kB luciferase reporter, luminescence; inhibition, % at 4 µM; 330,000 tested, 0.53% active; AID 435003; in the data active means inhibition above about 50%
tim10-1 inh – inhibits growth of tim10-1 mutant yeast. AID 463190. S. cerevisiae tim10-1 ts strain growth, BacTiter-Glo, 24 h. 330,000 tested, 2.2% active. inhibition, % at 20 µM;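 active means inhibition of at least 40%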;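 further: mutant grown at 25 °C; 0% = DMSO wells with yeast and 100% = wells holding no yeast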
XBP1 UPR activ – adaptive UPR (XBP1) activation; CHO-XBP1 luciferase reporter, IRE1-XBP1 UPR activation, luminescence; percent of tunicamycin response, DMSO as zero; activation, % at 20 µM; 330,000 tested, 0.33% active; AID 463104;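 active means versus positive control, 20 µM dose yields 30% or more activation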;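 further: 100% = tunicamycin at 10 µg/mL and 0% = DMSO only wells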
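incubation = overnight seeding at 37 °C, 6 h compound treatment at 37 °C | assay system = CHO-XBP1 cells stably carrying IRE1-XBP1-driven luciferase reporter | input = 1000 cells per well | detection = luciferase luminescence | dosing = single point, 20 µM final compound, 1% DMSO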
697 NFkB inh – inhibitors of the PMA/ionomycin-induced NF-kB reporter in 697 B cells. 697 B-cell NF-kB luciferase reporter, 16 h. inhibition, % at 4 µM. 330,000 tested, 0.33% active. AID 435022; in the data active means inhibition above about 35%
Mdm2-MdmX inh – inhibitors of human Mdm2/MdmX interaction. O15151+Q00987. 330,000 tested, 3% active. inhibition, % at 8 µM. SaOS-2 split-luciferase Mdm2/MdmX complementation, luminescence;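 active means inhibition of at least 50% at 8 µM in the primary screen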
Target sequence (O15151 whole entry, looked up): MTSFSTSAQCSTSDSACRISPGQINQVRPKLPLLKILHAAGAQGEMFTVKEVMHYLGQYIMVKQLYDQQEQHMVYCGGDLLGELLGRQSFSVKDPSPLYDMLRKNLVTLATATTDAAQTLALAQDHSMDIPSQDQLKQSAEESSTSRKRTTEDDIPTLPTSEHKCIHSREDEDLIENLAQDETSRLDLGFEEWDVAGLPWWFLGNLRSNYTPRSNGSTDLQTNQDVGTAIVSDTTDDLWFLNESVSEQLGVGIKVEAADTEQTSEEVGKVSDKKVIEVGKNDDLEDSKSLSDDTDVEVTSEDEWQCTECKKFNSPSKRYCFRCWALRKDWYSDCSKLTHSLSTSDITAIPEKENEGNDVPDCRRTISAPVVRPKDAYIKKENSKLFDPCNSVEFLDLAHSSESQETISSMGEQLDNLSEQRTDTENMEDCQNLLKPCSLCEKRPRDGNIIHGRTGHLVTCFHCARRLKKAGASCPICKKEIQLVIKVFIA
Target sequence (Q00987 whole entry, looked up): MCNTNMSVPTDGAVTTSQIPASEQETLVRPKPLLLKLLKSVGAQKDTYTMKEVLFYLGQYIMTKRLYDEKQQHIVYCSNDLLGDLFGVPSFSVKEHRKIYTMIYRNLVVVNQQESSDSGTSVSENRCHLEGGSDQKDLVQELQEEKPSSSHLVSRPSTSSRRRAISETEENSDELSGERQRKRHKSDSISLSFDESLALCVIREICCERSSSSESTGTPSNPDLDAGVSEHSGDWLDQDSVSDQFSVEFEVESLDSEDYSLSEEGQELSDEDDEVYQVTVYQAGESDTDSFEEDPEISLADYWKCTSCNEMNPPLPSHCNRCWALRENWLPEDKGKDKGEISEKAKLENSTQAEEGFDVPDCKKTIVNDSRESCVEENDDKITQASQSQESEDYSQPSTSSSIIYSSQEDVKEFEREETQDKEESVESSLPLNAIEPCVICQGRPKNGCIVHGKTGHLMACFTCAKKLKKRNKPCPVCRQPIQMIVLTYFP
TIM10 inh – inhibits growth of TIM10 yeast strain; S. cerevisiae TIM10 strain growth, BacTiter-Glo luminescence, 24 h; inhibition, % at 10 µM; 330,000 tested, 1.4% active; AID 463195;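 active means inhibition of 40% or more at the single tested concentration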;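 further: wild-type TIM10 isogenic control strain grown at permissive 25 °C; 0% = DMSO yeast wells and 100% = minimal medium wells without yeast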
CHOP UPR activ – activators of apoptotic arm of unfolded protein response (CHOP); CHO-CHOP luciferase reporter, UPR activation, luminescence; percent of tunicamycin response over DMSO baseline; 330,000 tested, 0.34% active; activation, % at 10 µM; AID 449763;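 active means at 10 µM dose, activation of 40% or more, normalized to positive control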;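 further: 100% = tunicamycin at 10 µg/mL and 0% = DMSO alone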
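Material: CHO-CHOP cells, stable luciferase reporter of PERK-eIF2a-CHOP signalling; quantity: 500 reporter cells seeded per well; buffer or medium: F12 medium containing 10% fetal bovine serum; compound: one dose, 10 µM in 0.5% DMSO; incubation: 6 h compound treatment, 37 °C; measured by: Steady-Glo luciferase luminescence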
tim23-1 inh – tim23-1 yeast growth inhibition | S. cerevisiae tim23-1 growth, BacTiter-Glo luminescence, 24 h | AID 463212 | inhibition, % at 20 µM | 330,000 tested, 1.3% active;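 active means growth inhibition of the mutant yeast at or above 50%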;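 further: temperature-sensitive mutant grown at 25 °C; plate controls were DMSO-treated mutant yeast for no effect and medium wells lacking yeast for full effect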
* marks the source's active call; other numbers are inactive results; . = no result given. Compounds were not picked by outcome, and some 6.6% of all compounds hit somewhere here.

SMILES	Jurkat NFkB inh	tim10-1 inh	XBP1 UPR activ	697 NFkB inh	Mdm2-MdmX inh	TIM10 inh	CHOP UPR activ	tim23-1 inh
CN(C(=O)COC(=O)c1ccc2c(=O)n3c(nc2c1)CCC3)c1ccccc1	24	4	2	21	14	5	0.3	22
Cc1[nH]c2ccccc2c1C(=O)CSc1n[nH]c(N)n1	-11	0	-1	-25	-28	18	0.3	18
CS(=O)(=O)c1ccc(Cl)c(C(=O)NC2CCSc3ccccc32)c1 (stereo not drawn)	-19	26	2	-3	-35	-4	1.1	28
Cc1c(Cc2ccccc2)c(=O)oc2cc(OCc3ccc(C(=O)O)cc3)ccc12	17	7	2	9	-1	14	1.4	31
CCn1c(CNC(=O)c2ccc(OC)c(OC)c2)nnc1SCC(=O)Nc1ccc(OC)cc1	-5	12	1	-17	22	-4	2.9	-4
O=C(CSc1nnnn1-c1ccccc1F)NNC(=O)c1ccco1	7	4	3	15	31	10	-0.4	-13
Cc1cccc(NC(=S)NC(C)(C)CC(C)(C)C)c1	6	27	2	-16	-1	36	0.7	30
COc1ccc(NC(=O)CNc2cccc(S(=O)(=O)N3CCCCCC3)c2)c([N+](=O)[O-])c1	8	9	-3	-2	-9	-8	-0.6	34
CSc1cccc(NC(=O)NNC(=O)C2CCN(S(=O)(=O)N(C)C)CC2)c1	-11	-2	-3	0	-2	3	-0.4	-10
COc1ccc(-c2nnc(SCC(=O)c3cc(C)n(Cc4cccs4)c3C)o2)cc1	1	6	0	21	7	-6	0.5	1
COc1ccc2[nH]c3c(c2c1)CCN1C(=O)N([C@@H](C)C(=O)NC2CCCCC2C)C(=O)[C@]31C (stereo partly drawn)	6	16	-2	-11	13	16	-0.3	26
Cc1nn(-c2ccccc2)c(C)c1/C=N/O	-1	1	2	-11	-15	7	-1.3	4
Cc1ccc(C)c(-n2c(-c3ccc(Br)cc3)csc2=NC(=O)c2ccccc2F)c1	-15	18	2	-55	-21	21	0.6	31
Cc1ccc(-n2c(N)c(Br)c(=O)[nH]c2=O)cc1C	-6	0	-3	0	9	-14	0.6	0
O=C(/C=C/c1ccc(F)cc1)N1CCN(S(=O)(=O)/C=C/c2ccccc2)CC1	-16	16	-3	-22	-10	-9	-0.2	6
Cn1cc(CN2CCCC(C(=O)c3cccs3)C2)c(-c2cccc(Cl)c2)n1 (stereo not drawn)	-8	12	-1	11	25	-11	-1.5	8
Cc1cc(C)n2nc(C(=O)OC(C)C(=O)c3ccccc3)nc2n1 (stereo not drawn)	-5	-16	-2	-2	3	6	1.6	-4
O=C(NCCCN1CCOCC1)c1ccc(N2CCCC2)c([N+](=O)[O-])c1	8	-9	-2	8	0	11	1.4	-16
C/C(=N\NC1=NCCN1)c1ccc(Cl)cc1	24	7	3	1	16	17	-0.3	7
CC1CCCCC1NC(=O)Cn1[nH]c(=O)c2ccccc2c1=O (stereo not drawn)	-9	2	-1	-32	3	-6	-1.9	1
O=C(Cn1cnc2ccccc21)N/N=C/c1ccccn1	3	-7	-6	7	6	-10	1.9	-12
O=c1[nH]c(-c2ccccc2)c(-c2ccccc2)[nH]1	5	4	1	35*	7	4	0.6	-6
COC(=O)c1c(NC(=O)COC(=O)CCc2ccc(S(=O)(=O)N3CCOCC3)cc2)sc2c1CCC2	-6	9	-1	18	20	16	0.1	15
CCC[N+]1(CC#CC2(O)CCCCC2)CCOCC1	2	1	1	3	15	-1	0.9	0
CCN(CC)CCN(Cc1cc2cc3c(cc2[nH]c1=O)OCCO3)C(=S)NCCCOC	-10	-1	0	14	8	-3	0.2	-10
Cc1cc(C)n2nc(SCC(=O)Nc3ccc(O)cc3)nc2n1	2	13	1	7	-10	-10	-0.3	16
Cc1ccccc1-c1nc(CS(=O)CC(=O)NC2CCCC2)c(C)o1 (stereo not drawn)	11	27	-4	1	-2	5	-0.8	11
CCN(CC(=O)NC1CCS(=O)(=O)C1)c1ccc([N+](=O)[O-])cc1C#N (stereo not drawn)	-15	2	0	-16	-20	3	-2.0	3
CCN1C(=O)N[C@@H](c2ccco2)C(C(C)=O)=C1C	19	0	-2	12	0	-1	-3.3	10
Cn1c(=O)c2c(nc(NCc3ccco3)n2CCc2ccccc2)n(C)c1=O	1	16	3	-57	-15	9	-0.3	6
O=C(CN1C(=O)c2ccccc2C1=O)NC1CCCCC1	13	-16	1	-9	17	-10	-1.1	-4
O=C(OCc1ccc(Br)cc1)c1cnc(Cl)c(Cl)c1	13	18	6	33	69*	-12	-0.4	24
CC1(C)CC(=O)C(C2C3=C(CC(C)(C)CC3=O)OC3=C2C(=O)CC(C)(C)C3)=C(O)C1	22	6	1	10	13	11	0.8	16
CN(Cc1cccc([N+](=O)[O-])c1)Cc1cccc2ccccc12	-16	-15	-2	-12	6	-21	-0.2	-5
COc1ccc(S(N)(=O)=O)cc1C(=O)OCC(=O)Nc1sccc1C#N	1	14	-4	12	17	3	1.2	9
CCOC(=O)c1c(C)[nH]c(C)c1C(=O)COC(=O)CNC(=O)C1CCCCC1	12	-7	0	6	-4	4	-0.7	1
COc1ccc(C)cc1S(=O)(=O)n1cnc2ccccc21	2	-2	-6	-4	37	1	-0.7	9
Cc1cc(C)n(-c2ccc3cccc(NS(C)(=O)=O)c3n2)n1	34	24	1	-23	74*	33	-3.5	-28
Cc1ccc(S(=O)(=O)N2C[C@@H]3CCCC[C@@H]3[C@@H](C)[C@H]2c2cn(Cc3ccccc3)c3ccccc23)cc1	.	13	6	26	20	2	20	32
CCOc1ccc(NC(=O)CSc2nnc(Cn3cnc([N+](=O)[O-])n3)n2C)cc1	14	-13	-3	9	-6	-2	0.7	-6
Cc1ccc(-c2nnn(CC(=O)N(CC(=O)NC3CCCC3)c3ccccc3F)n2)o1	8	-4	-4	16	4	3	-1.0	-7
Cc1cccc(C2(c3cccc(C)c3)CC2C(=O)NCC2CCCO2)c1 (stereo not drawn)	-4	29	-2	4	17	25	0.2	16
Cn1c2ccccc2c2n[nH]c(=S)nc21	-22	-12	1	3	7	-5	-0.1	-10
Cc1ccc(-c2csnn2)cc1	-5	-9	-3	-1	-3	-11	4.1	-10
CCOc1cc(C(=O)Nc2ccccc2N2CCN(S(C)(=O)=O)CC2)cc(OCC)c1OCC	-16	24	-3	-10	1	0	-3.3	1
Cc1ccc(S(=O)(=O)NCC(=O)OCc2ccccc2Br)cc1	-13	37	-3	20	21	-3	-1.4	39
CCN(CC)CC(C)OC(=O)c1cc(OC)c(OC)c(OC)c1 (stereo not drawn)	1	-7	-1	-6	9	5	0.8	-3
C=CCc1cc(Cl)ccc1OCCN1CC(C)OC(C)C1 (stereo not drawn)	-20	10	-2	7	2	-6	-0.2	12

3 entries from above, ordered by the value under 697 NFkB inh, falling:
SMILES | Jurkat NFkB inh | tim10-1 inh | 697 NFkB inh | Mdm2-MdmX inh | TIM10 inh
Cc1ccc(-c2nnn(CC(=O)N(CC(=O)NC3CCCC3)c3ccccc3F)n2)o1 | 8 | -4 | 16 | 4 | 3
Cc1ccc(-c2csnn2)cc1 | -5 | -9 | -1 | -3 | -11
CCN(CC)CC(C)OC(=O)c1cc(OC)c(OC)c(OC)c1 (stereo not drawn) | 1 | -7 | -6 | 9 | 5

The listing continues:
SMILES	Jurkat NFkB inh	tim10-1 inh	XBP1 UPR activ	697 NFkB inh	Mdm2-MdmX inh	TIM10 inh	CHOP UPR activ	tim23-1 inh
O=C1OC(NCc2cccnc2)(c2ccc(Cl)cc2)c2ccccc21 (stereo not drawn)	-2	3	-1	8	-13	-15	1.6	16
O=C(COC(=O)c1ccccn1)Nc1ncc(C(F)(F)F)cc1Cl	15	3	2	27	10	-2	-1.7	9
O=C(CCS(=O)(=O)c1ccccc1)Nc1ccc(S(=O)(=O)Nc2nccs2)cc1	6	-2	0	8	22	-4	1.1	-8
NS(=O)(=O)c1ccc(NC(=O)COC(=O)COc2ccc(Cl)cc2)cc1	-4	2	-3	5	19	11	-3.1	8
COC(=O)c1ccc(OCC(=O)NC2CCCCCCC2)cc1	-1	15	-1	8	8	13	-1.7	30
CCc1ccc(C(C(=O)NCCOC)N(C(=O)Cn2nnc3ccccc32)c2cccnc2)cc1 (stereo not drawn)	-11	13	-1	10	13	-7	2.2	5
COc1cccc(CN(C)C(=O)C2CCN(S(=O)(=O)c3ccc(C)cc3)CC2)c1OC	-3	-73	-3	22	19	-86	-0.5	-18
Cc1cccc(OCC(=O)Nc2ccc(N3CCN(S(C)(=O)=O)CC3)cc2)c1C	15	8	-2	-17	96*	7	-0.6	-18
COc1ccc(-c2noc(N3CCC(C(=O)NCc4ccccc4Cl)CC3)n2)cc1	3	24	4	-3	-25	0	2.1	20
COc1cccc(NC(=O)CN(c2cccc(F)c2)S(C)(=O)=O)c1	-6	-2	-4	1	-11	4	-1.8	-1
COc1ccc(-c2cc3nc(C)cc(C)n3n2)cc1	-112	29	3	-161	-115	8	3.9	20
COc1ccccc1N1CC(C)(C)C(=O)N(C(=O)c2c(F)cccc2Cl)C1=S	8	33	1	10	-12	29	3.1	33
COc1cc(C(=O)NCC(=O)N/N=C/c2ccc(OC(=O)c3ccco3)cc2)cc(OC)c1OC	-5	10	6	0	18	4	-2.7	5
O=C(CN1CC(=O)Nc2ccccc21)NCCc1ccc(Cl)cc1Cl	4	3	-1	4	-3	-6	-0.8	7
CC[C@@]12C(=O)N(c3ccc(C)cc3)C(=O)N1[C@H](c1ccc(Br)cc1)[C@@H]1C(=O)N(C(C)(C)C)C(=O)[C@@H]12	-8	0	-2	9	34	14	-0.4	-1
O=C(NCCC(=O)N1CCC2(CC1)NCCc1[nH]cnc12)c1ccc(F)c(F)c1	7	18	-2	-6	33	-6	1.2	11
Cc1ccc(S(=O)(=O)N2CCCCC2)cc1C(=O)NCCC1=CCCCC1	14	18	-3	7	19	4	1.4	19
CC1=CC(=O)[C@H]2C(C)(C)CCC[C@]2(C)[C@@]1(O)CO	-3	-8	-1	9	8	-2	2.2	-10
COc1cccc2cc(C(=O)OC(C)C(=O)c3ccc(C)cc3)c(=O)oc12 (stereo not drawn)	11	14	-1	-21	2	8	0.3	31
COc1ccc(S(=O)(=O)NCC2CCCN(Cc3ccccc3Cl)C2)cc1 (stereo not drawn)	7	5	-2	-36	10	3	0.6	17
Cc1coc2cc3oc(=O)c(CC(=O)N[C@@H](CC(C)C)C(=O)O)c(C)c3cc12	-11	10	5	-4	-18	2	0.1	14
O=C(NCc1cccc(Cl)c1)C1CCC(=O)N(C2CC2)C1 (stereo not drawn)	-3	-10	-2	16	11	-1	4.7	0
Cc1ccc(CCN2C(=O)CCC2(C)C(=O)NC2CCCC2)cc1 (stereo not drawn)	-2	9	1	14	14	-1	2.1	22
COc1ccc(CCC(=O)N2CCCC(Nc3ccccc3)C2)cc1OC (stereo not drawn)	-2	20	3	1	5	-4	1.2	2
COc1ccccc1NC(=O)CSc1nnc(CCNC(=O)c2ccc(C)cc2)n1C	-7	14	-2	-4	-11	-12	-1.5	0
CCc1ccc(NC(=O)CS(=O)CC(=O)NCC2OCCc3ccccc32)cc1 (stereo not drawn)	-9	14	1	-16	1	-12	-0.9	21
O=P(O)(O)c1ccccc1OCCCCCOc1ccccc1P(=O)(O)O	19	10	-2	19	7	12	-1.7	8

3 compounds from above, limited to CHOP UPR activ, tim10-1 inh and XBP1 UPR activ:
SMILES | CHOP UPR activ | tim10-1 inh | XBP1 UPR activ
CC1=CC(=O)[C@H]2C(C)(C)CCC[C@]2(C)[C@@]1(O)CO | 2.2 | -8 | -1
CCc1ccc(NC(=O)CS(=O)CC(=O)NCC2OCCc3ccccc32)cc1 (stereo not drawn) | -0.9 | 14 | 1
O=C(CN1CC(=O)Nc2ccccc21)NCCc1ccc(Cl)cc1Cl | -0.8 | 3 | -1
